Lung fibro prol: blocks proliferation of human lung fibroblasts; LL 47 human lung fibroblast viability, ATP luminescence; stronger effect = lower value; viability, % at 10 µM; 85,000 compounds, 1.1% hits;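 active = viability at or below 50% in the single dose screen; inactive = viability above 50%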;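 also: compound exposure lasted 72 h before the ATP readout; 100% = median luminescence of untreated cell-only wells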
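test system = LL 47 human lung fibroblasts | amount = 1,150 fibroblasts seeded per well | medium = 15% FBS in IMEM | times = overnight cell rest, 72 h compound treatment at 37 °C | measured by = CellTiter-Glo luminescence measuring cellular ATP | read-out = viability percentage against median untreated-cell control | benchmarks = cell-only wells, no compound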
hDAT+cocaine: modulates human dopamine transporter uptake under cocaine | Q01959 | LLC-PK1 hDAT cells, [14C]-dopamine uptake with cocaine IC80; actives deviate in either direction | B-score at 10 µM | 110,000 compounds, 1.3% hits;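 active = Z score or B-score, a plate-position-corrected score, falls beyond the plate's 99.7% confidence bounds, in either direction; inactive = both scores lie inside the 99.7% bounds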;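 also: scored against the spread of the other compound wells on the same plate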
Target sequence (Q01959 whole entry, looked up): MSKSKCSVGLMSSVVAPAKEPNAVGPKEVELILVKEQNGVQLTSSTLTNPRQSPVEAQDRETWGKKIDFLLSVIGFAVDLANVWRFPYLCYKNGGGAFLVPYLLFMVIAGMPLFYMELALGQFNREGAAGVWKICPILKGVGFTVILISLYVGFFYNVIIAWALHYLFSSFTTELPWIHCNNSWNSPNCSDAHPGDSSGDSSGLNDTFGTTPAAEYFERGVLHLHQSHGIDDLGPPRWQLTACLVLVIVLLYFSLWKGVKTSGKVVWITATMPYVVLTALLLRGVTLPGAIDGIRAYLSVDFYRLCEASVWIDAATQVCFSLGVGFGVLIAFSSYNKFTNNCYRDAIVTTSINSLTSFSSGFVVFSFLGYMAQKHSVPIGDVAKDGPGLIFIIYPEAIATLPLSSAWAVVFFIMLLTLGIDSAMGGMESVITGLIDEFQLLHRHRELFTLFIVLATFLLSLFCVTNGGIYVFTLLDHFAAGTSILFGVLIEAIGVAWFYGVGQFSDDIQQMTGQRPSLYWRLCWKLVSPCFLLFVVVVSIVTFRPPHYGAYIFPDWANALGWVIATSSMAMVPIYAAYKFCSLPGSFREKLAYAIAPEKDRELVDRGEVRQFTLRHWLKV
E coli WT exp: blocks growth of wild type E. coli BW25113 | OD600 absorbance | growth inhibition, % at 100 µM | 98,000 compounds, 0.15% hits | AID 710;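 active = growth inhibition above about 50% at one test dose, limit read from the data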;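 also: growth measured after 20 h incubation at 37 °C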
S1P2 ag: agonists of human S1P2 receptor | activation, % at 4.5 µM | O95136 | 97,000 compounds, 0.46% hits | S1P2-expressing cell line, agonist reporter read-out; in the data active = activation above about 16%;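 also: 0% = vehicle low control and 100% = maximal reference agonist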
Target sequence (O95136 whole entry, looked up): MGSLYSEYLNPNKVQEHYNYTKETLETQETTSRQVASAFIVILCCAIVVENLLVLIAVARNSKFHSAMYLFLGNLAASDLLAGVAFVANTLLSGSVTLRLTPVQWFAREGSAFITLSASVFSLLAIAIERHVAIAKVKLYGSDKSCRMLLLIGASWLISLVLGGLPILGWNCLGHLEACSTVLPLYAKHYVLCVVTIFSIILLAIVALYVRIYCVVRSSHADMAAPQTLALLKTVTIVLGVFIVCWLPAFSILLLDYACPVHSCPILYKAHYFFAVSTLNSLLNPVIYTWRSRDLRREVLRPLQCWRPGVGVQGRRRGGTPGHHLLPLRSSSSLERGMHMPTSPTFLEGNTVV
PostGolgi yeast: growth inhibition of a yeast mutant, post-Golgi transport screen; post-Golgi transport phenotypic cell assay; inhibition, % at 10 µM; 98,000 compounds, 0.9% hits; AID 739;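 also: yeast cells grown in 1536-well plates; yeast grown about 18 h at 30C before absorbance read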
PostGolgi ctrl: growth of the yeast control strain, post-Golgi counter-screen | AID 738 | 98,000 compounds, 5% hits | inhibition, % at 10 µM | efflux-deficient yeast background strain, growth absorbance A615, 16 h
H69AR growth 86K: growth inhibitors of human H69AR lung tumor cells; 85,000 compounds, 6% hits; H69AR lung tumor viability, ATP luminescence, 72 h; stronger effect = lower value; viability, % at 10 µM;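 active = viability at or below 40%; inactive = viability above 40%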;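 also: multidrug resistant small cell line overexpressing MRP-1 efflux transporter; 100% = mean luminescence of untreated control wells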
S1P2 blocker: blocks the human S1P2 receptor; O95136; cell-based S1P2 antagonist assay, inhibition at 5 uM; inhibition, % at 5 µM; 97,000 compounds, 0.21% hits; AID 736; in the data active = inhibition above about 45%;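 also: CRE beta-lactamase reporter cells expressing human S1P2 stimulated with S1P; 0% = agonist at EC80 alone and 100% = agonist plus reference antagonist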
HUVEC inhibit: blocks proliferation of human endothelial cells; HUVEC proliferation, CellTiter-Glo luminescence, 72 h; stronger effect = lower value; viability, % at 10 µM (by protocol); 86,000 compounds, 1.1% hits;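 active = viability at or below 30%; inactive = viability above 30%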;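 also: 100% = median luminescence of DMSO-only cell control wells on each plate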
The depositor's hits bear a star. Rule as the data show it, unless noted: active = inhibition above about 30%; inactive = the rest.

Screening COc1ccc(C(=O)/C=C/Nc2c(C)n(C)n(-c3ccccc3)c2=O)cc1OC returned hDAT+cocaine 0.53, E coli WT exp -5, S1P2 ag -7, PostGolgi yeast 14, PostGolgi ctrl 2 and S1P2 blocker 7.
Cc1cc(Cl)c(S(=O)(=O)N2CCN(c3cccc(C)c3C)CC2)cc1OCC(N)=O was read as Lung fibro prol 90, hDAT+cocaine 0.39, E coli WT exp -1, S1P2 ag -5, PostGolgi yeast -7, PostGolgi ctrl 24, H69AR growth 86K 38*, S1P2 blocker -2 and HUVEC inhibit 88.
For COC(=O)c1ccc(COC(=O)c2[nH]c(C)c(C(C)=O)c2C)o1 the results were Lung fibro prol 104, hDAT+cocaine 0.89, E coli WT exp -4, S1P2 ag -2, PostGolgi yeast 7, PostGolgi ctrl -6, H69AR growth 86K 84, S1P2 blocker 29 and HUVEC inhibit 102.
For O=C(O)COc1ccccc1O the results were Lung fibro prol 99, hDAT+cocaine 0.94, E coli WT exp -4, S1P2 ag -8, PostGolgi yeast 7, PostGolgi ctrl 12, H69AR growth 86K 101, S1P2 blocker 19 and HUVEC inhibit 107.
For CCOc1ccc2oc(C(=O)OCC(=O)NC(=O)NC3CCCC3)c(C)c2c1 the results were Lung fibro prol 95, hDAT+cocaine -0.28, E coli WT exp -1, S1P2 ag -2, PostGolgi yeast -5, PostGolgi ctrl 6, H69AR growth 86K 95, S1P2 blocker 6 and HUVEC inhibit 90.
COc1ccccc1N(CCC#N)C(=O)CSc1nc(-c2ccccc2)cn1N was read as Lung fibro prol 93, hDAT+cocaine 1.7, E coli WT exp 3, S1P2 ag -16, PostGolgi yeast -1, PostGolgi ctrl 7, H69AR growth 86K 90, S1P2 blocker 23 and HUVEC inhibit 107.
`CCCOc1cc(CC(=O)NCc2ccco2)ccc1OC` gave Lung fibro prol 59, hDAT+cocaine -0.27, E coli WT exp -1, S1P2 ag 2, PostGolgi yeast 0, PostGolgi ctrl -9, H69AR growth 86K 102, S1P2 blocker 13 and HUVEC inhibit 108.
For CCOC(=O)c1c(NC(=O)c2c(Br)cnn2C)c(C#N)nn1-c1ccccc1 the results were Lung fibro prol 92, hDAT+cocaine 0.092, E coli WT exp 4, S1P2 ag -3, PostGolgi yeast -5, PostGolgi ctrl 41*, H69AR growth 86K 64, S1P2 blocker 4 and HUVEC inhibit 90.
COc1ccc(Br)cc1CNC(=O)C1CCCN(c2nc3ccccc3o2)C1 (configuration not stated) was read as hDAT+cocaine -0.064, E coli WT exp -14, S1P2 ag -8, PostGolgi yeast 1, PostGolgi ctrl 15, H69AR growth 86K 81, S1P2 blocker 11 and HUVEC inhibit 82.
CCCCC(C(=O)NC(C)(C)C)N(Cc1ccco1)C(=O)c1snc(C(N)=O)c1N (configuration not stated) was read as hDAT+cocaine 1.4, E coli WT exp 7, S1P2 ag -3, PostGolgi yeast -1, PostGolgi ctrl 7 and S1P2 blocker -4.
`Cn1c(=O)c2sccc2n2c(CCCC(=O)NCc3ccc4c(c3)OCO4)nnc12` gave hDAT+cocaine 0.35, E coli WT exp -7, S1P2 ag -3, PostGolgi yeast 2, PostGolgi ctrl 3 and S1P2 blocker 9.
`CCOC(=O)c1cnc(Nc2nc3ccccc3o2)nc1C` gave Lung fibro prol 58, hDAT+cocaine 0.31, E coli WT exp -2, S1P2 ag -4, PostGolgi yeast 0, PostGolgi ctrl -3, H69AR growth 86K 43, S1P2 blocker -20 and HUVEC inhibit 63.
`Cc1ccc(Cn2c(CN3CCOCC3)nc3c2c(=O)[nH]c(=O)n3C)cc1` gave Lung fibro prol 107, hDAT+cocaine 0.082, E coli WT exp -2, S1P2 ag -9, PostGolgi yeast -1, PostGolgi ctrl 11, H69AR growth 86K 98, S1P2 blocker 7 and HUVEC inhibit 92.
For CCOC(=O)C(=O)Nc1nc(-c2ccccc2)c(CC)s1 the results were Lung fibro prol 102, hDAT+cocaine 1.1, E coli WT exp -1, S1P2 ag -2, PostGolgi yeast 19, PostGolgi ctrl -3, H69AR growth 86K 103, S1P2 blocker -25 and HUVEC inhibit 99.
Screening c1ccc(-c2nnc(-c3cccc(-c4nnc(-c5ccccc5)o4)c3)o2)cc1 returned Lung fibro prol 98, S1P2 ag -1, H69AR growth 86K 103, S1P2 blocker 0 and HUVEC inhibit 100.
O=C(Nc1cccc(F)c1)c1cc(S(=O)(=O)N2CCC(C(=O)O)CC2)ccc1F was read as Lung fibro prol 99, E coli WT exp 1, S1P2 ag -3, PostGolgi yeast 6, PostGolgi ctrl 9, H69AR growth 86K 91, S1P2 blocker 8 and HUVEC inhibit 104.
Screening COc1ccc(-c2nc(CS(=O)CC(=O)NCC3CCCO3)c(C)o2)cc1 (configuration not stated) returned Lung fibro prol 98, hDAT+cocaine 0.2, E coli WT exp 4, S1P2 ag -4, PostGolgi yeast -5, PostGolgi ctrl -6, H69AR growth 86K 99, S1P2 blocker 2 and HUVEC inhibit 102.
`COc1ccc(CNC(=O)C2CC(c3ccccc3[N+](=O)[O-])=NO2)cc1` (configuration not stated) gave hDAT+cocaine 1.1, E coli WT exp 5, S1P2 ag -4, PostGolgi yeast 5, PostGolgi ctrl 7 and S1P2 blocker 7.
CCOC(=O)c1nnc(-c2ccccc2)nc1Oc1ccccc1Cl was read as hDAT+cocaine 0.63, E coli WT exp -8, S1P2 ag -3, PostGolgi yeast 10, PostGolgi ctrl 31* and S1P2 blocker -15.
`COc1cccc(OCCCCN2CCCCC2)c1` gave Lung fibro prol 94, hDAT+cocaine 0.29, E coli WT exp -4, S1P2 ag -4, PostGolgi yeast 7, PostGolgi ctrl 9, H69AR growth 86K 100, S1P2 blocker 5 and HUVEC inhibit 88.
For CCn1c(SCCC#N)nnc1-c1ccncc1 the results were Lung fibro prol 96, hDAT+cocaine -0.99, E coli WT exp 2, S1P2 ag -4, PostGolgi yeast 6, PostGolgi ctrl 7, H69AR growth 86K 96, S1P2 blocker -1 and HUVEC inhibit 94.
Screening N#CC1=C(N)OC2=C(CC/C2=C\c2ccccc2)C1c1ccccc1 (configuration not stated) returned E coli WT exp 5, S1P2 ag 4, PostGolgi yeast 5, PostGolgi ctrl 12 and S1P2 blocker 0.
Screening CCOC(=O)CN(C(=O)CCC(=O)Nc1cc(C)on1)C(C(=O)NC1CCCC1)c1cccnc1 (configuration not stated) returned Lung fibro prol 95, hDAT+cocaine -0.55, E coli WT exp 0, S1P2 ag -3, PostGolgi yeast 2, PostGolgi ctrl 11, H69AR growth 86K 91, S1P2 blocker 8 and HUVEC inhibit 95.
`Cc1cc(NC(=O)c2cccc(C(=O)Nc3cc(C)on3)n2)no1` gave Lung fibro prol 98, hDAT+cocaine -0.14, E coli WT exp -6, S1P2 ag -5, PostGolgi yeast -12, PostGolgi ctrl -2, H69AR growth 86K 92, S1P2 blocker 16 and HUVEC inhibit 93.
Screening CC(C)Sc1nc(O)c(Cc2ccccc2)c(=O)[nH]1 returned Lung fibro prol 111, hDAT+cocaine 0.042, E coli WT exp -4, S1P2 ag -1, PostGolgi yeast 1, PostGolgi ctrl 8, H69AR growth 86K 111, S1P2 blocker -21 and HUVEC inhibit 97.
Screening COc1ccc(C2(CNC(C)=O)CCOCC2)cc1OC returned Lung fibro prol 97, hDAT+cocaine -0.033, E coli WT exp -8, S1P2 ag -1, PostGolgi yeast 15, PostGolgi ctrl 5, H69AR growth 86K 90, S1P2 blocker -15 and HUVEC inhibit 96.
For Cc1ccc(S(=O)(=O)CCc2nnc(N)s2)cc1C the results were Lung fibro prol 96, hDAT+cocaine 0.6, S1P2 ag -2, H69AR growth 86K 85, S1P2 blocker 2 and HUVEC inhibit 90.
NC(=O)CSc1nnc(-c2ccc(S(=O)(=O)N3CCCC3)cc2)o1 was read as Lung fibro prol 96, hDAT+cocaine 0.077, S1P2 ag 0, H69AR growth 86K 93, S1P2 blocker -15 and HUVEC inhibit 99.
For Cc1ccc(C)c(NC(=O)c2cc3ccccn3n2)c1 the results were Lung fibro prol 104, hDAT+cocaine 1.7, E coli WT exp -7, S1P2 ag -3, PostGolgi yeast 3, PostGolgi ctrl 13, H69AR growth 86K 99, S1P2 blocker 8 and HUVEC inhibit 89.
For Cc1ccc(NC(C(N)=O)c2c(C)[nH]c(=O)[nH]c2=O)cc1 (configuration not stated) the results were Lung fibro prol 96, hDAT+cocaine 0.29, E coli WT exp -1, S1P2 ag -4, PostGolgi yeast 4, PostGolgi ctrl 8, H69AR growth 86K 96, S1P2 blocker -2 and HUVEC inhibit 94.
COc1ccc(C(=O)NC(=S)NCc2ccccc2)cc1 was read as E coli WT exp -12, S1P2 ag -2, PostGolgi yeast 10, PostGolgi ctrl 9 and S1P2 blocker 11.
For COc1ccc(C(=O)n2nc(-c3ccco3)nc2SC)cc1OC the results were hDAT+cocaine -1.2, E coli WT exp 0, S1P2 ag -2, PostGolgi yeast -4, PostGolgi ctrl 5, H69AR growth 86K 90, S1P2 blocker -17 and HUVEC inhibit 92.
Screening CCCOc1ccc(C(C(=O)OCCN(CC)CC)c2ccccc2)cc1 (configuration not stated) returned Lung fibro prol 97, hDAT+cocaine -0.96, E coli WT exp 13, S1P2 ag 0, PostGolgi yeast -7, PostGolgi ctrl -3, H69AR growth 86K 95, S1P2 blocker 7 and HUVEC inhibit 92.
Screening Cc1ccc(NC(=O)CS(=O)CC(=O)Nc2ccc(N3CCOCC3)cc2)cc1Cl (configuration not stated) returned Lung fibro prol 100, hDAT+cocaine 1.7, E coli WT exp 1, S1P2 ag -11, PostGolgi yeast 9, PostGolgi ctrl 11, H69AR growth 86K 102, S1P2 blocker -22 and HUVEC inhibit 95.
CN(C)N=Nc1ccc(S(=O)(=O)N2CCSC2C(=O)O)cc1 (configuration not stated) was read as Lung fibro prol 94, hDAT+cocaine -1.2, S1P2 ag -4, H69AR growth 86K 96, S1P2 blocker 10 and HUVEC inhibit 100.

Nothing new here: three of the compounds above.
For COc1ccc(C(=O)n2nc(-c3ccco3)nc2SC)cc1OC the results were hDAT+cocaine -1.2, E coli WT exp 0, S1P2 ag -2, PostGolgi yeast -4, PostGolgi ctrl 5, H69AR growth 86K 90, S1P2 blocker -17 and HUVEC inhibit 92.
Screening CCCOc1ccc(C(C(=O)OCCN(CC)CC)c2ccccc2)cc1 (configuration not stated) returned Lung fibro prol 97, hDAT+cocaine -0.96, E coli WT exp 13, S1P2 ag 0, PostGolgi yeast -7, PostGolgi ctrl -3, H69AR growth 86K 95, S1P2 blocker 7 and HUVEC inhibit 92.
Screening Cc1ccc(NC(=O)CS(=O)CC(=O)Nc2ccc(N3CCOCC3)cc2)cc1Cl (configuration not stated) returned Lung fibro prol 100, hDAT+cocaine 1.7, E coli WT exp 1, S1P2 ag -11, PostGolgi yeast 9, PostGolgi ctrl 11, H69AR growth 86K 102, S1P2 blocker -22 and HUVEC inhibit 95.

Bioassay records from PubChem.

Not a hit list. About 11% of those tested had a hit in this group.
